Xi reactivation – reactivates the inactive X chromosome in mouse fibroblasts | XiGFP mouse fibroblasts, % GFP-positive cells imaging, 3 d; cells co-treated with 5-aza-dC sensitizer; scaled so ellipticine positive control = 100% | activation, % at 7.58 µM | 360,000 tested, 0.055% active;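 active = mean normalized replicate activation at least 10% and every replicate at or above 10%; inconclusive = only one of the two criteria met; inactive = mean below 10% and not all replicates reach 10%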;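 also: 0% = median of on-plate neutral control wells and 100% = ellipticine 6 µM median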
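Material: XiGFP fibroblasts, SV40-immortalized. Buffer or medium: DMEM plus 5-aza-dC sensitizer. Compound: single concentration per compound, delivered by pin transfer. Times: 3 days compound exposure. Controls: ellipticine 6 µM.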
DENV2 CPE – inhibitors of DENV2 cytopathic effect; DENV2-infected cells, cytopathic effect rescue, plate reader; 350,000 tested, 1.7% active; CPE inhibition, % at 9.99 µM; AID 651640; in the data active = CPE inhibition above about 20%, passing the limit was not always enough; inconclusive = no clear call, values can overlap the other calls; tested in BHK-21 cells;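 also: 0% = median of neutral control wells and 100% = median of positive control wells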
F508del corr – CFTR F508del correction in bronchial cells | CFBE cells, YFP halide quenching; stimulated with forskolin plus potentiator P3; % fluorescence drop versus neutral controls | activity (quench increase), % at 7.58 µM | 350,000 tested, 0.36% active | AID 720511;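 active = mean added fluorescence quench of at least 8% versus neutral control, with both replicates also reaching 8%; inconclusive = only one of the mean or replicate conditions met; inactive = mean below 8% and not both replicates reaching 8%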;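 also: cells transiently co-express mutant CFTR-F508del with the halide-sensitive YFP; corrector assay measuring rescue of mutant channel to the surface after 24 h compound exposure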
RAD54 inh – RAD54 (human) branch migration inhibition. Q92698. RAD54 Holliday junction branch migration, FAM/BHQ fluorescence. inhibition, % at 10.4 µM. 360,000 tested, 0.14% active. AID 602329;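 active = mean normalized replicate activity at least 40 and at least half of replicates scoring 40 or more; inconclusive = only one of the two criteria met; inactive = mean below 40 and under half of replicates reaching 40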;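 also: 0% = median of neutral control wells and 100% = median of positive control wells; inhibitors cause a drop in the FAM fluorescence signal; in these data hits start at about 50%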
INS-1E GSIS act – GLuc luminescence reporter in INS-1E cells, primary screen for activators of glucose-dependent secretion of insulin; 370,000 tested, 0.61% active; activation, % at 16.6 µM; INS-1E GLuc reporter insulin secretion, 2-3 h; AID 743287;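 active = lowest replicate activation of at least 40%, so every replicate reaches that level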;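 also: 0% = median of neutral control wells and 100% = median of IBMX positive control wells; some compounds called inactive have numbers as strong as hits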
RAD52 inh – inhibitors of human RAD52 DNA annealing; 360,000 tested, 0.46% active; inhibition, % at 18.7 µM; recombinant RAD52 DNA annealing, FRET fluorescence;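 active = every replicate showing at least 50% inhibition; inconclusive = mean inhibition at least 50% but not in every replicate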
E-selectin induc – induces E-selectin expression in human endothelial cells. HUVEC E-selectin immunofluorescence imaging; normalized: neutral wells 0, TNF-alpha wells 100. AID 686992. P16581. 260,000 tested, 0.37% active. activation, % at 7.58 µM;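 active = mean E-selectin-positive cell signal at least 10% of the positive control, reached in at least 60% of replicates, without over 20% cell loss; inconclusive = no rule given, readout overlaps actives, possibly toxicity-flagged; inactive = the rest, including those meeting only one limit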;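 also: in these data hits start at about 27%; measured in HUVEC primary endothelial cells; signal is the percent of cells scored E-selectin positive by PE staining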
Target sequence (P16581 whole entry, looked up): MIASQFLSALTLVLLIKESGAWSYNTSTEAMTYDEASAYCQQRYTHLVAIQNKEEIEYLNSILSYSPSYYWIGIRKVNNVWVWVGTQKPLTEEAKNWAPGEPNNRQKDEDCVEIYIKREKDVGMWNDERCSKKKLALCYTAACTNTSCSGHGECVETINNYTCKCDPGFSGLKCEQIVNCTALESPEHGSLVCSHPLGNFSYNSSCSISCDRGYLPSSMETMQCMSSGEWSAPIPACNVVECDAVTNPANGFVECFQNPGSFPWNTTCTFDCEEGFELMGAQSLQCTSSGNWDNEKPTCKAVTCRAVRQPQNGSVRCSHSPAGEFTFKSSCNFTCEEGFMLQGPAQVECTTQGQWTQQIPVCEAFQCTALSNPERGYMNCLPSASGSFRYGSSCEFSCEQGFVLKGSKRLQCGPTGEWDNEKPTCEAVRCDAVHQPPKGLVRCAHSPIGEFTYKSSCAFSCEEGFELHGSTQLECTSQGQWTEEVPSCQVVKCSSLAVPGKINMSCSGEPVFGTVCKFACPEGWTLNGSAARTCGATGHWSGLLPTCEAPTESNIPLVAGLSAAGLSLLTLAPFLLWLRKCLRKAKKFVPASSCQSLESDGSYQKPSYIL
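Material: HUVEC primary endothelial cells; Amount: 3,000 cells per well; Dosing: single concentration; Medium: EGM-2 growth medium on 0.1% gelatin-coated wells; Read-out basis: percent E-selectin-positive cells; Signal: immunofluorescence imaging; Control set: TNF-alpha, DMSO.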
CASP6 VEID inh – blocks human caspase-6 cleavage activity; P55212; purified caspase-6, Z-VEID-R110 cleavage fluorescence; inhibition, % at 12.5 µM; 350,000 tested, 0.53% active; AID 686996;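 active = mean inhibition across replicates at least about 35%, with every replicate also reaching that limit, limit read from the data; inconclusive = only one of the two criteria met; inactive = neither criterion met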;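 also: 0% = median of neutral control wells and 100% = no fluorescence left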
Target sequence (P55212 24-179 limits assumed): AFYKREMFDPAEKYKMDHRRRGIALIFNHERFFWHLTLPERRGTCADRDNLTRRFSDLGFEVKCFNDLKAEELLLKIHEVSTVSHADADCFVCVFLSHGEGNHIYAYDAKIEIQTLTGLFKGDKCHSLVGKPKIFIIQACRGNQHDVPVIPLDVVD
Target sequence (P55212 194-293 limits assumed): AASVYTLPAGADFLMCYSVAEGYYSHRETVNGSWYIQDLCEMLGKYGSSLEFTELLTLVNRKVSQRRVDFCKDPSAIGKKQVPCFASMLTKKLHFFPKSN
The depositor's hits bear a star; ? = inconclusive; nt = no result given.

SMILES,Xi reactivation,DENV2 CPE,F508del corr,RAD54 inh,INS-1E GSIS act,RAD52 inh,E-selectin induc,CASP6 VEID inh
O=C(O)c1ccc(-c2nc(-c3ccccc3Cl)cs2)cc1,0.1,nt,-0.2,nt,3,-6,0.2,13
COc1ccc(N2CCOCC2)c(NC(=O)c2ccc3c(c2)OCO3)c1,0.2,-3,3.1,nt,18,-6,0.0,-2
CO[C@@H]1CN(C)C(=O)c2cc(NC(=O)C3CC3)ccc2OC[C@@H](C)N(Cc2cccc(F)c2)C[C@H]1C,-0.1,-2,-2.1,3,-3,2,0.0,-3
Cn1c(N)c(C(=O)COC(=O)c2ccc(F)cc2Cl)c(=O)n(C)c1=O,-0.1,-8,-1.8,7,7,-15,-0.3,0
O=C1C(Cl)=C(Nc2cccc(O)c2)C(=O)N1Cc1ccccc1,0.2,0,0.7,nt,-9,-9,nt,7
C[C@@H]1CN([C@H](C)CO)C(=O)Cc2cc(NC(=O)Nc3cccc4ccccc34)ccc2O[C@@H]1CN(C)C(=O)Nc1ccc(F)cc1,-0.1,-10,-2.2,2,3,-5,-3.1,-2
CC(=O)N1Cc2[nH]c3ccccc3c2CC1C(=O)O (configuration not stated),0.2,1,1.2,-9,-11,-1,-0.1,3
O=C(COc1ccc(Cl)cc1)N1CCCCCCC1,0.0,16,0.7,8,-12,-12,0.3,2
COc1ccccc1-c1cnn2c(NCCc3ccccc3)cc(C)nc12,0.1,6,-1.2,5,-5,-14,-0.1,1
CCC(=O)Nc1ccc2c(c1)OC[C@@H](C)N(Cc1ccccc1C(=O)O)C[C@H](C)[C@@H](OC)CN(C)C2=O,1.4,-3,1.6,-14,18,0,0.0,1
O=C(CN1CCN(S(=O)(=O)c2ccccc2)CC1)N1CCc2ccccc21,0.0,?,1.7,6,-8,-6,nt,-1
CCNC(=O)C[C@@H]1CC[C@@H]2[C@H](COC[C@@H](O)CN2C(=O)Nc2ccc3c(c2)OCO3)O1,0.2,-2,-0.4,4,-4,-4,0.0,0

2 consecutive records out of the list so far, for reference:
SMILES,Xi reactivation,DENV2 CPE,F508del corr,RAD54 inh,INS-1E GSIS act,RAD52 inh,E-selectin induc,CASP6 VEID inh
CC(=O)N1Cc2[nH]c3ccccc3c2CC1C(=O)O (configuration not stated),0.2,1,1.2,-9,-11,-1,-0.1,3
O=C(COc1ccc(Cl)cc1)N1CCCCCCC1,0.0,16,0.7,8,-12,-12,0.3,2

The list continues:
SMILES,Xi reactivation,DENV2 CPE,F508del corr,RAD54 inh,INS-1E GSIS act,RAD52 inh,E-selectin induc,CASP6 VEID inh
C#CCNC(=O)C[C@@H]1C[C@@]2(C(=O)OC)CCCCC=C2N(CCc2ccc(OC)c(OC)c2)C1=O,0.0,19,3.0,nt,-3,-10,12,-1
Cc1ccc(S(=O)(=O)N[C@H]2CC[C@@H](CCn3cc(C(C)C)nn3)O[C@@H]2CO)cc1,-0.5,?,0.3,-11,-1,-5,-0.6,6
CCC1(c2ccc(F)cc2)NC(=O)N(CC(=O)N2CCN(S(=O)(=O)c3ccc(C)cc3)CC2)C1=O (configuration not stated),0.1,-1,-1.0,0,-27,-2,nt,4
O=S(=O)(N[C@H]1CC[C@H](CCn2cc(-c3cccc(F)c3)nn2)O[C@@H]1CO)c1ccc(Cl)cc1,-0.1,17,2.8,-5,-37,-8,-1.0,1
COCC(=O)Nc1ccc2c(c1)[C@H]1C[C@H](CC(=O)NCc3ccccc3OC)O[C@H](CO)[C@H]1O2,0.4,3,6.1,1,-1,-5,-0.3,-3
COc1ccc(CCN2CCCC(CN(C)C(=O)c3ccoc3C)C2)cc1 (configuration not stated),0.3,0,0.0,3,17,-20,0.9,-3
CCNC(=O)NC(=O)c1csc([N+](=O)[O-])c1,0.3,13,0.1,nt,2,-4,-0.5,-3
Nc1ccccc1C(O)(Cc1ccccc1)c1ccccc1 (configuration not stated),0.0,36*,2.1,-19,-10,-40,0.6,1
C[C@H](CO)N1C[C@H](C)[C@@H](CN(C)Cc2ccc(C(=O)Nc3ccccc3N)cc2)Oc2ccc(NC(=O)Cc3cn(C)c4ccccc34)cc2CC1=O,0.9,-2,-1.3,4,-4,61*,nt,1
CCN(c1ccccc1)S(=O)(=O)c1cccc(C(=O)N2CCN(S(=O)(=O)c3ccccc3)CC2)c1,0.0,?,1.1,-4,-24,-8,-0.1,0
CC(=O)N1N=C(c2cccc(NS(=O)(=O)c3ccc(C)cc3)c2)CC1c1ccco1 (configuration not stated),0.0,7,2.7,3,-3,-15,nt,1
CC1(C(=O)N2CCC(CC3CC(c4cccc(Br)c4)=NO3)(C(=O)NCC3CCCCC3)CC2)CC1 (configuration not stated),0.0,-17,3.8,0,-23,-1,nt,1
O=C(NCc1cccnc1)c1cc(C2CCCN(C(=O)C3CCCCC3)C2)on1 (configuration not stated),0.0,?,-0.5,-23,11,-15,0.0,-2
CCCc1cc(=O)oc2c(C)c(OCC(=O)N3CCC(C(N)=O)CC3)ccc12,nt,-2,3.4,-13,nt,-7,nt,-1
O=C(NCCn1ccc2ccccc21)c1cccc([N+](=O)[O-])c1,0.4,5,2.4,nt,11,-12,nt,-1
CCOC(=O)CCN,0.0,?,-1.2,-3,nt,-46,0.0,1
CC(=O)NC(Cc1ccccc1C)C(=O)NC1CCN(C(=O)NCc2ccccc2)CC1 (configuration not stated),0.0,1,-2.5,6,1,-12,nt,3
O=C(COc1ccc(C(=O)Nc2ccc(Cl)cc2)cc1)NCc1ccccc1,-0.1,11,1.2,0,-9,-10,nt,1
COc1cccc(Nc2nc(-c3cccnc3)cs2)c1,0.1,-9,1.0,2,33,-6,nt,1
O=C(NC1CCCCC1)N1CC(=O)N2[C@@H](CO)[C@H](c3ccc(-c4cccc(F)c4)cc3)[C@@H]2C1,0.1,0,2.0,nt,-13,11,0.1,-1
C=C[C@@H]1c2ccccc2N(S(=O)(=O)c2ccc(C)cc2)[C@H](c2ccc(OC(C)=O)cc2)C1(C#N)C#N,0.3,16,-2.9,11,nt,-7,-0.1,-2
CC(=O)N1CCC(N(CCCOC(C)C)S(=O)(=O)c2ccc([N+](=O)[O-])cc2)CC1,0.1,-8,2.2,-5,-9,-16,0.6,2
Cc1nnc(-c2cnn(C)c2N)n1CCCN1CCOCC1,0.2,-2,1.5,-5,4,-6,0.0,3
O=C(NNc1ccccc1)/C(=C\c1cccnc1)NC(=O)c1ccccc1,0.4,2,-0.9,nt,3,-4,13,4
COc1ccc(C2CC(c3ccccc3)=NN2C(=O)COC(=O)c2cccnc2)cc1 (configuration not stated),0.0,-4,-2.6,nt,17,-19,nt,0
COC(=O)[C@]12C[C@H](CC(=O)N3CCCCC3)C(=O)N(Cc3ccccc3)C1=C[C@H](C1CCCC1)O[C@@H]2C,0.0,1,-1.1,nt,nt,-6,-0.2,-1
O=C(N/N=C/c1ccc(COc2ccc(Br)cc2)o1)c1ccco1,0.5,-3,nt,3,-22,-5,-1.6,-3
CC(C)c1ccc(NC(=O)CCNS(=O)(=O)c2cc(Br)cnc2N)cc1,0.0,5,0.3,-5,-8,-10,nt,2
CCOC(=O)c1cc(-c2ccccc2C)n(Cc2cc(C)no2)n1,0.1,-1,4.3,3,-2,-18,0.8,-1
Cc1c(C)c(C)c(S(=O)(=O)N2CCSCC2)c(C)c1C,0.0,3,-1.7,nt,1,-7,-0.1,6
CCN(/N=C/C=C/c1ccccc1)c1cc(=O)n(C)c(=O)[nH]1,0.4,-4,0.6,nt,-3,-20,nt,2
O=C(CN1CCOCC1)NCC[C@@H]1CC[C@H](NC(=O)Cc2ccccn2)[C@H](CO)O1,-0.1,7,-0.7,5,4,-23,-0.1,1
COC[C@H]1CCCN1c1ccc2c(c1)O[C@H](COCc1ccccc1)CN([C@@H](C)c1ccccc1)S2(=O)=O,0.3,-3,-1.1,nt,-1,-1,-0.2,-3
COc1ccc(C)cc1/C=C/C(=O)N1CCN(S(=O)(=O)c2cccs2)CC1,-0.1,4,0.7,5,-2,-21,0.9,-5
COc1ccc([N+](=O)[O-])c(OC)c1C(=O)NC(=O)Nc1c(C)cccc1C,0.0,-1,-2.7,-14,-2,-12,-0.1,0
Cc1ccc(C(=O)Nc2ccc3c(c2)C(=O)N(CC2CCCO2)C3=O)cc1 (configuration not stated),0.2,-2,-0.5,-8,11,-1,-0.3,4
CN(C)CCCn1c2c(c(SCC(=O)Nc3ccc4c(c3)OCCO4)nc1=O)CCC2,0.1,?,1.4,-8,2,-1,-0.3,-16
CCn1c(=O)c2ccccc2n(CC(=O)N2CCCc3ccccc32)c1=O,0.0,-4,0.8,4,25,-4,nt,-10
CC(NC(=O)c1ccccc1)c1ccc(F)cc1 (configuration not stated),-0.1,1,nt,nt,4,11,nt,-2
Cc1cc2nc(C(C)(C)C)c(CC3CCCCC3)n2c(C)c1Br,0.2,-2,1.7,nt,5,-18,-0.2,-3
COc1cccc(C#Cc2ccc3c(c2)O[C@@H](CN(C)S(=O)(=O)c2ccccc2F)[C@H](C)CN([C@@H](C)CO)S3(=O)=O)c1,-0.3,-6,0.5,1,5,-26,nt,-6
COCC(=O)N1C[C@@H](C)[C@@H](OC)CN(C)C(=O)c2ccc(NC(=O)Nc3cccc(F)c3)cc2OC[C@H]1C,0.5,nt,-1.8,nt,2,nt,-0.2,nt
CCCCN(C(=O)CCN1C(=O)C2CC=CCC2C1=O)c1c(N)n(CCCC)c(=O)[nH]c1=O (configuration not stated),0.0,-12,-5.8,5,33,-4,1.3,3
COc1ccc(NC(=O)Nc2ccc3c(c2)CC(=O)N([C@H](C)CO)C[C@@H](C)[C@@H](CN(C)S(=O)(=O)c2ccc(OC)cc2)O3)cc1,-0.4,40*,-0.7,-4,-17,1,0.2,-2
CC(=O)N/C(=C\c1ccccc1)C(=O)OCC(=O)c1ccc(F)cc1,0.0,11,4.0,-6,-8,-7,0.2,1
Nc1c(S(=O)(=O)c2ccccc2)c2nc3ccccc3nc2n1C1CC1,-0.1,11,0.5,nt,6,-28,nt,2
COc1cc(Cl)c(C)cc1NC(=O)CSc1nnc(-c2ccco2)n1CC(C)C,nt,nt,nt,-5,-17,-31,nt,0
O=C(OCCO)c1c(C2=CCCCC2)oc2c1C(OCCO)CCC2 (configuration not stated),-0.1,-3,-2.7,nt,5,-12,0.0,1
CCOc1ccc(/C=C/C(=O)c2ccccc2)cc1,0.0,11,0.3,1,-1,-8,0.0,-1
COc1ccc2c3c([nH]c2c1)[C@H](CO)N(C(=O)C1CCC1)CC31CCN(Cc2cccc(F)c2)CC1,0.9,-6,0.5,nt,-20,11,-0.6,2
C[C@@H]1CCCCO[C@@H](CN(C)C)[C@H](C)CN([C@H](C)CO)C(=O)c2cc(NS(=O)(=O)c3cccs3)ccc2O1,8.9,-4,-1.6,0,-9,-23,-0.3,-1
O=C(COc1cccc2cccnc12)Nc1ccccc1,0.0,1,nt,nt,7,-15,0.0,2
